Assay outcomes from PubChem.
USP30 inh: human USP30 deubiquitinase inhibition; inhibition, % at 25 µM; purified USP30, Ub-rhodamine cleavage fluorescence; 5.3% of 47,000 active
OTUD3 block: human OTUD3 deubiquitinase inhibition. inhibition, % at 25 µM. purified OTUD3, Ub-rhodamine fluorescence, 2 h. 0.7% of 47,000 active
UCHL1 block: human UCHL1 deubiquitinase inhibition. P09936. 0.2% of 47,000 active. AID 1645859. inhibition, % at 20 µM. purified UCHL1, Ub-rhodamine cleavage fluorescence
USP7 inh: human USP7 deubiquitinase inhibition; inhibition, % at 20 µM; Q93009; purified USP7, Ub-rhodamine cleavage fluorescence; 0.3% of 47,000 active; AID 1645854
Target sequence (Q93009 whole entry, looked up): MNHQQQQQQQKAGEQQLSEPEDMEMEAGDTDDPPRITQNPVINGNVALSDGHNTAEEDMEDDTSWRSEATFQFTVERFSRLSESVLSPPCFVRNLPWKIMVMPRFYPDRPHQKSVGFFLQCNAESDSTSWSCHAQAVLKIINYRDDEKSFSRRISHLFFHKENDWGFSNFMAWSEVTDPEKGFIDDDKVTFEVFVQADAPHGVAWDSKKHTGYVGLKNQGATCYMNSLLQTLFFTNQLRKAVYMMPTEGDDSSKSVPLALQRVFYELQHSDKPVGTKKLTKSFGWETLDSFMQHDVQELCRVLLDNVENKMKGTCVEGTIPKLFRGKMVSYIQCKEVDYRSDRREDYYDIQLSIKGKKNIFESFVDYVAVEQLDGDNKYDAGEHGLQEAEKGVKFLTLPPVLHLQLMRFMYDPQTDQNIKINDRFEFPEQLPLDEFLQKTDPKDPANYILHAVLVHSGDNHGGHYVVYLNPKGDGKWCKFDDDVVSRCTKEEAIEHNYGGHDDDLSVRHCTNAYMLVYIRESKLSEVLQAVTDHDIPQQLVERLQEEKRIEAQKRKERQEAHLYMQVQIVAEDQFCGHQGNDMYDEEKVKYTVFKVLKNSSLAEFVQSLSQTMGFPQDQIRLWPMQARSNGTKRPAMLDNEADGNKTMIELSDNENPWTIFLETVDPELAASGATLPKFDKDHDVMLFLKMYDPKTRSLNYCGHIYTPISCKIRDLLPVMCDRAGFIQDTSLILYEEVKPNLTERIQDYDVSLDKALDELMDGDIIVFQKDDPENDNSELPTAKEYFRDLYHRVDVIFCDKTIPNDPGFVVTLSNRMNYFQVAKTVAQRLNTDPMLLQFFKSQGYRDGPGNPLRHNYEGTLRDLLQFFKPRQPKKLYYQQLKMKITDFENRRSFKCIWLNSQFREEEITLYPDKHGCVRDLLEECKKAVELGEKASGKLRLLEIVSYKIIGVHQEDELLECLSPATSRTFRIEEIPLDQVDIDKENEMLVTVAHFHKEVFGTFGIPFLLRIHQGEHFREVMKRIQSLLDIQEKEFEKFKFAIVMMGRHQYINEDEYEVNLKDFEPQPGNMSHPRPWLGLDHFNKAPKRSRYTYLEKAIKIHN
USP17 block: inhibitors of human USP17 deubiquitinase; A8MUK1; purified USP17, Ub-rhodamine cleavage fluorescence, 3 h; inhibition, % at 50 µM; 6.5% of 47,000 active
USP10 inh: inhibitors of human USP10 deubiquitinase; Q14694; purified USP10, Ub-rhodamine fluorescence, 60 min; inhibition, % at 20 µM; 1.1% of 47,000 active; AID 1645856
USP28 inh: inhibitors of human USP28 deubiquitinase; Q96RU2; purified USP28, Ub-rhodamine cleavage fluorescence, 30 min; inhibition, % at 25 µM; 3% of 47,000 active
USP8 inh: blocks human USP8 ubiquitin-rhodamine cleavage. P40818. inhibition, % at 20 µM. purified USP8, Ub-rhodamine cleavage fluorescence, 30 min. 4.2% of 47,000 active. AID 1645853
* marks the source's active call; other numbers are inactive results; i = inactive; . = no result given. Rule as the data show it: active = inhibition above about 30%; inactive = the rest. No enrichment for hits; any-hit rate near 14%.

SMILES	USP30 inh	OTUD3 block	UCHL1 block	USP7 inh	USP17 block	USP10 inh	USP28 inh	USP8 inh
COc1ccc(N2CCCS2(=O)=O)cc1NC(=O)Cc1ccc(F)cc1	0	0	1	-5	-2	1	27	0
O=C(Cn1c(=O)[nH]c2ccccc2c1=O)N1CCN(c2ccc([N+](=O)[O-])cc2)CC1	-65	-24	-8	1	-13	3	-25	11
CC(C)c1nccn1-c1cccc(C2CCCNC2)n1 (stereo not drawn)	-11	-6	2	-10	-35	3	-17	-216
O=S1(=O)CCN(CC2CCCO2)c2c(F)nc(N3CCOCC3)c(F)c21 (stereo not drawn)	-5	0	-2	-4	3	-2	-7	-53
COc1cc2oc(=O)c(CC(=O)N[C@@H](CSCc3ccccc3)C(=O)O)c(C)c2cc1Cl	16	2	0	0	1	6	-8	-1
COc1cc(OC)c(NC(=O)Nc2nnc(CC(=O)N3CCOCC3)s2)cc1Cl	17	8	2	5	6	-2	9	8
Cc1cccc(C(=O)N2CCCC3(CCCN3C)C2)c1 (stereo not drawn)	18	12	-1	2	3	4	7	-47
O=C(CSc1ncnc2c1cnn2-c1ccccc1)Nc1ccccc1-c1ccccc1	31*	23	4	9	13	3	11	6
Cn1cnnc1Sc1ncnc(N)c1[N+](=O)[O-]	34*	28	1	-2	3	3	9	-108
CC(=O)N1CCCC(c2nc(C)cc(-c3cc(F)ccc3C(=O)O)n2)C1 (stereo not drawn)	64*	8	1	4	7	2	7	11
O=C(CCCCn1c(=O)c2ccccc2n(Cc2ccc(F)cc2Cl)c1=O)NC1CCN(Cc2ccccc2)CC1	-227	-97	-11	-10	-17	-8	-76	-7
Cc1ccccc1CC(Cc1nc2ccccc2[nH]1)c1nc2ccccc2[nH]1 (stereo not drawn)	-44	7	5	2	14	1	0	19
CN1C(=O)[C@@H]2CN(S(=O)(=O)c3ccccc3Cl)CCN2C(=O)[C@H]1Cc1ccccc1	-9	2	1	3	3	-1	0	5
COC(=O)c1cc(O)cc(OC)c1Oc1cc(C)cc(O)c1C(=O)O	30	11	2	6	24	5	15	2
O=C(CNC(=O)c1ccc2nc(-n3cccc3)sc2c1)NCc1ccccc1	-265	-30	5	.	18	-3	0	39*
CCc1nc(-c2csc(S(=O)(=O)NCc3ccccc3)c2)no1	0	-2	2	1	-11	5	0	-16
CCOc1ccc(-n2c(Cc3cc(=O)[nH]c(=O)[nH]3)nnc2SCc2cccnc2)cc1	-5	-4	-5	-3	-7	-4	-5	-4
CNc1nc(C2CCN(S(=O)(=O)c3ccc(C)c(F)c3)C2)nc2c1CN(C(C)=O)CC2 (stereo not drawn)	23	8	3	6	4	1	15	7
COc1ccc2[nH]cc(S(=O)(=O)c3ccc(C)c(F)c3)c(=O)c2c1	43*	14	5	10	59*	6	14	8
COc1ncccc1C(=O)N1C[C@H]2CC[C@@H](Nc3cnccn3)[C@H]2C1	0	3	-1	5	3	-1	-1	-1
Cc1noc(C)c1CN1CCC(NC(=O)c2cc(Cl)ccc2F)C1 (stereo not drawn)	-5	-8	-3	-3	-4	0	-3	-2
O=C1NCCNC(=O)C2(C/C=C/COc3ccccc31)CCCN(Cc1cncs1)C2 (stereo not drawn)	-1	1	0	2	-1	0	-16	11
Cc1ccc(-n2nc(C)c3nc(CCC(=O)Nc4ccc(OC(F)(F)F)cc4)c(=O)n(C)c32)cc1	31*	5	-2	7	4	12	-2	4
Cc1ccc(NC(=O)C2=NOC3(CCNC3)C2)cc1 (stereo not drawn)	23	4	1	4	3	0	12	-15
COc1ccccc1Cc1cnc(C2CCCN(C(=O)c3ccnc(C)n3)C2)o1 (stereo not drawn)	7	8	0	1	-3	0	6	1
CCC1CCCCN1C(=O)c1cc2c(=O)n3cccc(C)c3nc2n1Cc1ccccc1 (stereo not drawn)	17	15	3	6	16	4	1	28
Cc1cccc2cc(CN(Cc3ccc4c(c3)OCO4)C(=O)NCc3ccccc3)c(=O)[nH]c12	36*	13	6	9	20	9	23	13
Cc1ccc(C(=O)NCc2ccc(N3CCOCC3)nc2)cc1F	-4	1	-3	0	-30	2	-6	-188
COc1cc2c(cc1OC)[C@H]1Cc3cc(OC)c(OC)cc3[C@@H](C2)N1C	-6	10	5	1	14	-2	2	17
O=C(c1c(NS(=O)(=O)c2ccc3c(c2)OCCO3)sc2c1CCCC2)N1CCOCC1	-110	-17	-39	-43	-29	-2	-12	-11
O=c1[nH]c(CN2CCN(S(=O)(=O)c3ccccc3)CC2)nc2cc(Cl)ccc12	-152	-16	-6	-4	-40	-7	-38	1
CCc1ccc(NC(=O)N2CC(C(=O)NC3CCCC3)C3(CCOCC3)C2)cc1 (stereo not drawn)	-12	-4	0	1	0	4	0	-3
Cc1cccc(NC(=O)CSc2ccc3nc(-c4ccccc4)cn3n2)c1C	-30	-3	0	1	0	-2	-1	-6
COC(=O)c1c(C)[nH]c(C(=O)C(C)OC(=O)c2cccc(O)c2)c1C (stereo not drawn)	-7	7	1	0	.	-2	15	3
N#Cc1ccccc1NC(=O)c1cc(C2CC2)on1	12	7	2	-20	11	2	12	11
CC(=O)N1Cc2ccccc2OC2(CCN(Cc3cnc(C(C)C)nc3)CC2)C1	11	5	1	2	7	1	2	4
O=C(Nc1nnc(-c2cc(Cl)ccc2Cl)o1)C1CC1	17	12	0	0	-18	3	15	3
Cc1ccc2[nH]c3c(=O)n(Cc4ccccn4)cnc3c2c1	30	-4	-4	-3	49*	2	2	0
Cc1ccc(S(=O)(=O)Cc2nc3ccc(C(=O)O)cc3[nH]2)cc1	-55	-2	0	5	-18	-1	0	4
Cc1nc(-c2ccc(C(=O)O)cc2)cc(C2CCNC2)n1 (stereo not drawn)	16	7	-1	1	4	-1	7	-17

Quoted from the results shown, 11 compounds:
SMILES	USP30 inh	OTUD3 block	UCHL1 block	USP7 inh	USP17 block	USP10 inh	USP28 inh	USP8 inh
O=C(c1c(NS(=O)(=O)c2ccc3c(c2)OCCO3)sc2c1CCCC2)N1CCOCC1	-110	-17	-39	-43	-29	-2	-12	-11
O=c1[nH]c(CN2CCN(S(=O)(=O)c3ccccc3)CC2)nc2cc(Cl)ccc12	-152	-16	-6	-4	-40	-7	-38	1
CCc1ccc(NC(=O)N2CC(C(=O)NC3CCCC3)C3(CCOCC3)C2)cc1 (stereo not drawn)	-12	-4	0	1	0	4	0	-3
Cc1cccc(NC(=O)CSc2ccc3nc(-c4ccccc4)cn3n2)c1C	-30	-3	0	1	0	-2	-1	-6
COC(=O)c1c(C)[nH]c(C(=O)C(C)OC(=O)c2cccc(O)c2)c1C (stereo not drawn)	-7	7	1	0	.	-2	15	3
N#Cc1ccccc1NC(=O)c1cc(C2CC2)on1	12	7	2	-20	11	2	12	11
CC(=O)N1Cc2ccccc2OC2(CCN(Cc3cnc(C(C)C)nc3)CC2)C1	11	5	1	2	7	1	2	4
O=C(Nc1nnc(-c2cc(Cl)ccc2Cl)o1)C1CC1	17	12	0	0	-18	3	15	3
Cc1ccc2[nH]c3c(=O)n(Cc4ccccn4)cnc3c2c1	30	-4	-4	-3	49*	2	2	0
Cc1ccc(S(=O)(=O)Cc2nc3ccc(C(=O)O)cc3[nH]2)cc1	-55	-2	0	5	-18	-1	0	4
Cc1nc(-c2ccc(C(=O)O)cc2)cc(C2CCNC2)n1 (stereo not drawn)	16	7	-1	1	4	-1	7	-17

(list continues)
SMILES	USP30 inh	OTUD3 block	UCHL1 block	USP7 inh	USP17 block	USP10 inh	USP28 inh	USP8 inh
COc1cccc(-c2nc3cnccn3c2NCc2ccc3c(c2)OCO3)c1	i	-191	-1	-3	-161	-2	-264	-254
O=C1[C@H]2Cc3c([nH]c4ccccc34)CN2C(=O)CN1Cc1ccccc1	-22	-3	2	-119	-1	0	1	-1
COc1ccc(N2CCN(c3nc4c(c(=O)n(C)c(=O)n4C)n3CCSc3nnnn3-c3ccccc3)CC2)cc1	18	4	2	3	3	0	11	-1
O=C(Nc1ccc(F)cc1)N1CCc2nc3ccccc3n2CC1	7	12	1	3	12	2	11	18
Cc1ccc2c(c1)c(=O)c(C(=O)c1ccccc1)cn2CC(=O)Nc1ccc2c(c1)OCO2	3	0	-1	23	5	31*	-5	71*
O=C(COC(=O)c1cccnc1Nc1cccc(C(F)(F)F)c1)Nc1cc(F)ccc1F	18	18	4	9	19	9	8	13
CCOc1ncccc1C(=O)N1CCC(c2ccnc3ccnn23)CC1	5	-7	0	-1	-11	1	2	1
COc1ccc(Cn2c(CO)cnc2SCC(=O)Nc2cc(C)cc(C)c2)cc1	-15	-5	1	-5	-19	2	-2	6
O=C(O)C1(c2ccccc2)CCN(S(=O)(=O)c2ccc3c(c2)OCCO3)CC1	25	16	5	7	7	5	19	22
CC(=O)NC(Cc1ccc(C)cc1)C(=O)NC1CCN(C(=O)C2CC2)CC1 (stereo not drawn)	3	-4	-2	1	3	0	-1	6
O=C(COc1ccc2c(c1)CCC2)Nc1ccc(S(=O)(=O)Nc2ncccn2)cc1	-136	-29	-1	-6	-9	-1	-49	-3
CNc1cnc(CC2CCCN(C(=O)c3cncs3)CC2)cn1 (stereo not drawn)	-28	-10	-2	-2	-12	-4	-10	-5
O=C(CCCC(=O)N(c1ccc2c(c1)OCCO2)C(C(=O)NC1CCCCC1)c1ccc(F)cc1)Nc1ccccn1 (stereo not drawn)	45*	25	3	3	34*	40*	21	58*
CC(O)/C=C/C1OC(=O)CC1Nc1ccc(C(=O)O)cc1 (stereo not drawn)	-48	-9	-1	2	-16	-3	-9	-4
CNc1nc2c(c(=O)n1C)CN(C(=O)Nc1ccc(Cl)cc1)CC2	4	1	0	1	-3	0	-1	6
O=C(NCc1cccc(F)c1)N1C[C@@H]2C[C@H]1C[C@@H]2NS(=O)(=O)c1ccccc1	7	9	1	-1	5	1	13	12
COc1ccc(S(=O)(=O)NCCc2nnc3ccc(SCC(=O)Nc4cccc(C(F)(F)F)c4)nn23)cc1	-104	-25	-8	-17	-28	-2	-30	-18
Cc1ccc(NC(=O)c2oc3ccccc3c2CSc2ncn[nH]2)nc1	-31	-10	0	5	-2	-4	-5	13
CC(=O)c1ccc(N2CCN(C(=O)c3cc4c(-c5ccc(Cl)cc5)nn(C)c4s3)CC2)cc1	-20	-2	1	4	17	12	1	5
COc1cc(N2CC[C@H]3O[C@@H](C(=O)NC4CCCC4)CC[C@H]32)ncn1	-33	-11	-3	-4	-32	-6	-17	-114
O=C(c1ccc(F)cc1)N1CCN(c2cc(-c3cccnc3)[nH]n2)CC1	-3	1	0	-1	-13	1	-9	-25
O=C(CNC(=O)c1ccc2nc(-n3cccc3)sc2c1)NCc1ccccc1Cl	-336	-72	0	9	-133	-6	-56	46*
O=S(=O)(c1ccc2nc(NC3CCCC3)ccc2c1)N1CCCC1	-26	-18	2	-13	-50	-2	-4	-219
O=C(NCc1ccccc1)c1c(O)c2cnn(Cc3ccccc3)c2[nH]c1=O	4	-2	0	6	34*	13	0	0
COC(=O)c1cccc2cccc(Sc3ccccc3C#N)c12	5	7	5	-4	6	1	30	8
Cc1cccc(NC(=O)N2CCCC2c2ccc3c(c2)OCCCO3)c1 (stereo not drawn)	17	16	4	0	13	1	11	24
Cc1ccc(NC(=O)C(c2ccccc2)N2CCN(c3ccccn3)CC2)cc1 (stereo not drawn)	23	6	0	3	7	2	4	9
CNC(=O)c1sc2ccccc2c1C1CCN(CC(N)=O)C1 (stereo not drawn)	-12	-1	-2	2	-10	0	-17	-4
CCc1cc(C2CCCN2C(=O)c2cc(-c3ccc(OC)cc3)no2)on1 (stereo not drawn)	6	-1	3	-2	0	1	3	6
Cc1c(C)n(-c2ccccc2)c2ncn(CC(=O)NCc3ccccc3F)c(=O)c12	22	0	5	10	7	17	14	34*
O=C(NCc1ccccc1F)c1nc2n(n1)-c1ccccc1S(=O)(=O)N2	-42	0	1	3	1	12	5	0
Cc1cccc(CNC(=O)CCN2C(=O)c3cccnc3Sc3ccccc32)c1	22	19	2	6	.	2	10	19
COc1ccccc1CNC(=O)c1ccc2ncsc2c1	23	9	1	2	6	4	12	20
Cc1oc2nc[nH]c(=O)c2c1C(=O)NCc1ccc(F)cc1	-128	-16	-4	-5	-8	-3	-5	13
Cc1ccc(CNC(=O)C2CCCN(c3ccc(N4CCOCC4)nn3)C2)cc1 (stereo not drawn)	2	-2	-3	-8	0	1	-4	-34
CCN1CCN(C(=O)c2cnn(-c3ccc(-c4nc(C(C)C)no4)cn3)c2C)CC1	7	-11	-1	-3	-7	-2	-5	-13
O=C(Oc1ccc(-c2ccccc2)c(F)c1)c1cccc(C(F)(F)F)c1	15	12	7	10	19	12	11	13
CCc1ccc(C(=O)Nc2cnn(-c3ncncc3N3CCOCC3)c2)cc1	8	0	4	5	0	2	14	-2
CC(C)c1ccc(NC(=O)COc2ccc([N+](=O)[O-])cc2)cc1	-1	0	3	1	-15	10	12	-67
Cc1cc(-c2cncnc2C2CCCN(C(=O)C3CC3)C2)on1 (stereo not drawn)	0	-2	-4	2	0	0	-3	0
